Bioassay records from PubChem BioAssay.
TDP1 cell CPT: growth inhibition of DT40 Tdp1-/-;hTDP1 cells with camptothecin (screen for TDP1 inhibitors); chicken DT40 Tdp1-/-;hTDP1 cells + 20 nM CPT, ATP luminescence, 48 h; Potency, µM (series often up to 46.2 µM), for inactives: at the highest dose activity change, negative = growth inhibition, usual class: inhibitors; hit rate 12% among 420,000; AID 686979; note: nearly all actives have a fitted effect of over 55% in size
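Chicken DT40 Tdp1-/- cells stably complemented with human TDP1 were seeded at 400 cells/well in medium containing 20 nM camptothecin, exposed to pin-transferred compounds, and grown at 37 °C for at least 48 hr. Viability was read as ATP luminescence.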
TDP1 inh: blocks human tyrosyl-DNA phosphodiesterase 1. recombinant TDP1, AlphaScreen DNA substrate cleavage. hit rate 0.28% among 350,000. Q9NUW8. Potency, µM (top dose mostly 130 µM), without a hit: top-dose activity change, negative = inhibition, most hits filed as inhibitors; note: nearly all actives have a fitted effect of over 40% in size
Target sequence (Q9NUW8 whole entry, looked up): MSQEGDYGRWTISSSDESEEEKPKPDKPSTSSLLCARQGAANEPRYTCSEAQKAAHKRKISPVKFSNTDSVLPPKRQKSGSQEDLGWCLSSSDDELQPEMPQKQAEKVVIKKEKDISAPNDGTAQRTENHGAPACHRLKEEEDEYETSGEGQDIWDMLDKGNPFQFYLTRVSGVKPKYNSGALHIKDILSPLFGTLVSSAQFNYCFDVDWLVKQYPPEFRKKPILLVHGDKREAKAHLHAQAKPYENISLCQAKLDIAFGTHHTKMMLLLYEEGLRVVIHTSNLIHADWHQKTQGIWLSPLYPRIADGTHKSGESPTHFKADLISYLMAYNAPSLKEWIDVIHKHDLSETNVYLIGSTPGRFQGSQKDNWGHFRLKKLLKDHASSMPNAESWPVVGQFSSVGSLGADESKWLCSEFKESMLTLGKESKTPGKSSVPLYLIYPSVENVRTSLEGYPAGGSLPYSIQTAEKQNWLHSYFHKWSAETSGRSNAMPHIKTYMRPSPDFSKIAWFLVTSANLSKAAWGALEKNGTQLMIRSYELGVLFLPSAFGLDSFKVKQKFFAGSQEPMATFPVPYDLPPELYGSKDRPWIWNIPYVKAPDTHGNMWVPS
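Recombinant human Tdp1 (E. coli-expressed, 1 nM final) preincubated with compounds 15 min at room temperature, then 5'-biotin/3'-phosphotyrosine-FITC DNA substrate (15 nM final) added for 5 min. AlphaScreen beads (10 ug/ml final) added 10 min; cleavage lowers signal.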
DT40 TDP1 no CPT: qHTS for Inhibitors of human tyrosyl-DNA phosphodiesterase 1 (TDP1): qHTS in cells in absence of CPT. DT40 Tdp1-/- hTDP1 cells, no CPT, ATP luminescence, 48 h. Potency, µM (top dose mostly 46.2 µM), for inactives: top-dose activity change, negative = growth inhibition, actives largely listed as inhibitors. hit rate 15% among 420,000. AID 686978, 2013; note: nearly all actives have a fitted effect of over 55% in size
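Seeded 400 DT40-hTDP1 cells/well (vehicle DMSO, no 20 nM CPT); pinned compounds; ≥48 hr at 37 °C; CellTiter-Glo luminescence as viability measure.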
* = called active by the depositor; & = joins results of further samples; ! = a repeat was not active; [ ] = remark or other dose. Calls come from the whole dose curve; as a rule, active = well fitted curve in the direction sought with a large enough effect; inconclusive = small, poorly fitted or top-dose-only effect, or another doubt; inactive = no such curve, though single readings can be large; an effect the other way counts as inactive or inconclusive. % is set by controls: 0 for no effect and ±100 for the full control effect; potency is the fitted concentration of half-maximal effect.

Results for O=C(CSc1nc2scc(-c3ccccc3)c2c(=O)[nH]1)N1CCCCC1 ?
TDP1 cell CPT: -15.4%; TDP1 inh: -2.7%; DT40 TDP1 no CPT: -11.0%

What do the screens show for `COCCNC(=O)CN(C(=O)CCC(=O)Nc1cc(C)on1)c1ccccc1C`?
TDP1 cell CPT: 2.3%; TDP1 inh: 2.1%; DT40 TDP1 no CPT: -3.0%

What do the screens show for `CCOC(=O)c1ccc(NC2c3ccccc3C(=O)N2c2ccc(C)cn2)cc1` (stereo not given)?
TDP1 cell CPT: inconclusive; TDP1 inh: -2.0%; DT40 TDP1 no CPT: inconclusive

Results for CCOc1ccc(OCC)c(-c2c(=O)n(OCc3ccc(Cl)cc3)c3ccccc3[n+]2[O-])c1 ?
TDP1 cell CPT: 7.31µM*; TDP1 inh: 5.3%; DT40 TDP1 no CPT: 8.2µM*

What do the screens show for `CCOc1ccc(NC(=S)N2CCc3cc(OC)c(OC)cc3C2COc2ccc3c(C)cc(=O)oc3c2)cc1` (stereo not given)?
TDP1 cell CPT: -11.3%; TDP1 inh: -2.3%; DT40 TDP1 no CPT: 1.6%

What do the screens show for `O=C(Cc1ccccc1)NN1CCCCC1`?
TDP1 cell CPT: 5.9%; TDP1 inh: 3.4%; DT40 TDP1 no CPT: -9.4%

What do the screens show for `CCc1ccc(OCc2nnc(SCC(=O)Nc3cccc(C(=O)N4CCOCC4)c3)o2)cc1`?
TDP1 cell CPT: 1.7%; DT40 TDP1 no CPT: -24.8%

How did COc1cc2c(cc1OC)C(COc1cc(C)cc(C)c1)N(C(=O)c1ccc(S(=O)(=O)N3CCCC3)cc1)CC2 (stereo not given) do in these assays?
TDP1 cell CPT: inconclusive; TDP1 inh: 5.2%; DT40 TDP1 no CPT: -22.2%

How did Cc1c(CNCCC2=CCCCC2)c(C(=O)O)c(C)n1Cc1ccccc1 do in these assays?
TDP1 cell CPT: inconclusive; TDP1 inh: 2.7%; DT40 TDP1 no CPT: inconclusive

How did CC(C)CC(=O)NC(=S)Nc1ccc(F)cc1F do in these assays?
TDP1 cell CPT: -3.6%; TDP1 inh: 1.2%; DT40 TDP1 no CPT: inconclusive

What do the screens show for `O=c1oc2ccccc2c2c1cnc1ccccc12`?
TDP1 cell CPT: 9.9%; TDP1 inh: -0.2%[56.1 µM]; DT40 TDP1 no CPT: -23.0%

Results for CC1=Nc2ccc(C)c3nc(C)cc(c23)N1c1ccc(C)cc1 ?
TDP1 cell CPT: inconclusive; DT40 TDP1 no CPT: 16.4µM*

Results for COC[C@H]1CCCN1[C@H]1CS(=O)(=O)N[C@@H]1COCc1ccccc1 ?
TDP1 cell CPT: 2.1%; DT40 TDP1 no CPT: 0.5%

What do the screens show for `CCOc1ccc(C(=O)C[n+]2ccccc2C)cc1`?
TDP1 cell CPT: 14.8%; TDP1 inh: -2.7%; DT40 TDP1 no CPT: -26.7%

How did COc1cccc2c1O/C(=N\O)C(C(=O)Nc1cccc(C)c1C)C2 (stereo not given) do in these assays?
TDP1 cell CPT: 2.7%; DT40 TDP1 no CPT: 0.3%

How did Cc1c(NC(=S)NC(NC(=O)C(C)(C)C)C(Cl)(Cl)Cl)c(=O)n(-c2ccccc2)n1C (stereo not given) do in these assays?
TDP1 cell CPT: 1.0%; TDP1 inh: 2.6%; DT40 TDP1 no CPT: -12.2%

How did Cc1ccc(NC(=O)C2CCN(S(=O)(=O)c3cccc4nsnc34)CC2)cc1F do in these assays?
TDP1 cell CPT: inconclusive; TDP1 inh: -2.3%; DT40 TDP1 no CPT: -26.4%

What do the screens show for `O=C(NCC1CCCN1S(=O)(=O)c1cccs1)c1cccc(Cl)c1` (stereo not given)?
TDP1 cell CPT: -9.8%; TDP1 inh: 0.2%; DT40 TDP1 no CPT: inconclusive

Results for Cc1nc(SCc2ccccc2)c2ccsc2n1 ?
TDP1 cell CPT: 1.4%; TDP1 inh: -10.0%; DT40 TDP1 no CPT: -26.0%

Results for CCCn1c(=O)n(N)c2ccccc21 ?
TDP1 cell CPT: -2.9%; TDP1 inh: 2.6%; DT40 TDP1 no CPT: -10.6%

How did Cn1c(CC2Sc3ccccc3NC2=O)nnc1SCC(=O)c1ccc(Cl)cc1 (stereo not given) do in these assays?
TDP1 cell CPT: -7.9%; TDP1 inh: 5.7%; DT40 TDP1 no CPT: inconclusive

Results for CCC(=O)NCCc1nc2ccccc2[nH]1 ?
TDP1 cell CPT: -16.6%; TDP1 inh: -2.0%; DT40 TDP1 no CPT: 3.8%

Results for CCn1c(CC(=O)Nc2ccc(C)cc2)nnc1SCC(=O)NCc1ccccc1 ?
TDP1 cell CPT: -16.6%; TDP1 inh: 1.0%; DT40 TDP1 no CPT: -11.8%

What do the screens show for `O=S(=O)(NCc1ccc(F)cc1)c1ccc(-c2cnc(C3CC3)o2)cc1`?
TDP1 cell CPT: 18.4µM*; TDP1 inh: -6.9%; DT40 TDP1 no CPT: 10.3µM*!

How did Cc1[nH]nc(N=CC2=C(O)CC(C)(C)CC2=O)c1-c1ccc(Cl)cc1 do in these assays?
TDP1 cell CPT: 11.6µM*; TDP1 inh: 4.6%; DT40 TDP1 no CPT: 11.6µM*

How did Cn1ncc(N=Cc2ccc([N+](=O)[O-])cc2)c1C(=O)N1CCOCC1 do in these assays?
TDP1 cell CPT: -28.4%; TDP1 inh: -6.8%; DT40 TDP1 no CPT: -20.7%

Results for O=C(NCCc1ccccc1)C1CCCN(S(=O)(=O)c2cccnc2)C1 (stereo not given) ?
TDP1 cell CPT: -25.1%; TDP1 inh: 0.0%; DT40 TDP1 no CPT: -1.7%

Results for O=C(NCCc1ccc(F)cc1)c1cccc(NC(=O)c2ccccc2)c1 ?
TDP1 cell CPT: inconclusive; TDP1 inh: 5.2%; DT40 TDP1 no CPT: inconclusive

How did CCCN1C(=O)c2ccccc2NC1c1ccc(OC)c(CSc2ccccn2)c1 (stereo not given) do in these assays?
TDP1 cell CPT: -23.2%; TDP1 inh: 4.2%; DT40 TDP1 no CPT: inconclusive

How did O=C(O)CCCNC(=O)/C(=C\c1ccc(Cl)cc1)NC(=O)c1ccccc1Br do in these assays?
TDP1 cell CPT: -21.1%; TDP1 inh: -2.4%; DT40 TDP1 no CPT: 1.1%

What do the screens show for `COc1cc2ccccc2cc1C(=O)Nc1ccc(O)cc1`?
TDP1 cell CPT: -30.0%; TDP1 inh: -4.3%; DT40 TDP1 no CPT: inconclusive

Results for Cc1ccc(NC(=O)C2CC(=O)N(c3ccc(OC(C)C)cc3)C2)cc1 (stereo not given) ?
TDP1 cell CPT: inconclusive; TDP1 inh: -8.4%[12.3 µM]; DT40 TDP1 no CPT: -17.1%

Results for Cc1ccc(COC(=O)c2cc(S(=O)(=O)N3CCOCC3)ccc2C)cc1 ?
TDP1 cell CPT: inconclusive; TDP1 inh: -8.3%[56.1 µM]; DT40 TDP1 no CPT: inconclusive

What do the screens show for `Cc1cccc(C(=O)NCc2ccc(S(N)(=O)=O)cc2)c1[N+](=O)[O-]`?
TDP1 cell CPT: -1.6%; TDP1 inh: 1.1%; DT40 TDP1 no CPT: -10.8%

What do the screens show for `COc1ccc(/C=C/C(=O)Nc2cc(C)on2)cc1`?
TDP1 cell CPT: inconclusive; TDP1 inh: 3.2%; DT40 TDP1 no CPT: -12.1%

What do the screens show for `O=C(NCCOc1ccccc1)c1cc2ccccc2o1`?
TDP1 cell CPT: 0.5%; TDP1 inh: -4.1%; DT40 TDP1 no CPT: -13.6%

How did C/C(=N\Nc1cccc2cccnc12)c1ccc(C)cc1 do in these assays?
TDP1 cell CPT: -14.1%; TDP1 inh: 7.7%; DT40 TDP1 no CPT: 1.7%

Results for Cc1cccc(NS(=O)(=O)c2ccc(C(=O)N3CCC3)cc2)c1C ?
TDP1 cell CPT: -14.6%; DT40 TDP1 no CPT: inconclusive

Results for COc1ccccc1OCC(=O)Nc1ccc(S(=O)(=O)N2CCCCCC2)cc1 ?
TDP1 cell CPT: inconclusive; TDP1 inh: -4.0%; DT40 TDP1 no CPT: inconclusive

How did CC1CCCC(C)N1C(=O)Cn1cc(/C=C2/C(=O)Nc3ccccc32)c2ccccc21 (stereo not given) do in these assays?
TDP1 cell CPT: 18.4µM*; TDP1 inh: 8.1%; DT40 TDP1 no CPT: 20.6µM*

How did CC(C)(C)CC(=O)Nc1nnc(SCC(=O)N2CCCCC2)s1 do in these assays?
TDP1 cell CPT: -18.8%; TDP1 inh: -2.0%; DT40 TDP1 no CPT: inconclusive

Results for C=CCSc1nc(C)c(CC(=O)OCC(C)C)c(=O)[nH]1 ?
TDP1 cell CPT: -2.1%; TDP1 inh: 0.0%; DT40 TDP1 no CPT: -17.6%

Results for CN1CCN(c2ccc(NC(=O)c3ccc4ccccc4c3)cc2)CC1 ?
TDP1 cell CPT: inconclusive; TDP1 inh: 2.6%; DT40 TDP1 no CPT: inconclusive

Results for CCOc1cccc(-c2c(C(=O)N/N=C(\C)c3cccs3)nnn2-c2nonc2N)c1 ?
TDP1 cell CPT: inconclusive; TDP1 inh: 1.0%; DT40 TDP1 no CPT: inconclusive

Results for CCO/N=C(\C)c1c(O)cc(C(C)C)n(-c2ccccc2)c1=O ?
TDP1 cell CPT: -0.7%; TDP1 inh: 3.5%; DT40 TDP1 no CPT: -5.1%

How did Cc1ccc(N(CC(=O)N(C)Cc2ccccc2)S(C)(=O)=O)cc1C do in these assays?
TDP1 cell CPT: -23.5%; DT40 TDP1 no CPT: -13.0%

What do the screens show for `COc1ccc(OC)c(NC(=O)Cc2coc3ccc(C)cc23)c1`?
TDP1 cell CPT: inconclusive; TDP1 inh: 7.6%; DT40 TDP1 no CPT: inconclusive

Results for COc1ccc(OCCCn2cc(/C=C3/C(=N)N4C=C(C)SC4=NC3=O)c3ccccc32)cc1 ?
TDP1 cell CPT: inconclusive; TDP1 inh: 0.0%; DT40 TDP1 no CPT: 7.31µM*

What do the screens show for `O=C1CCCc2cc(S(=O)(=O)NCC3CCC(C(=O)NCc4ccc(F)cc4)CC3)ccc2N1` (stereo not given)?
TDP1 cell CPT: inconclusive; TDP1 inh: -2.6%; DT40 TDP1 no CPT: inconclusive

Results for O=C(COc1ccccc1)n1nc(-c2ccc(Cl)cc2)nc1NCc1ccco1 ?
TDP1 cell CPT: inconclusive; TDP1 inh: -9.3%; DT40 TDP1 no CPT: inconclusive

Ordered by molecular weight (rising): part of the list above
Results for COC[C@H]1CCCN1[C@H]1CS(=O)(=O)N[C@@H]1COCc1ccccc1 ?
TDP1 cell CPT: 2.1%; DT40 TDP1 no CPT: 0.5%

What do the screens show for `CCOC(=O)c1ccc(NC2c3ccccc3C(=O)N2c2ccc(C)cn2)cc1` (stereo not given)?
TDP1 cell CPT: inconclusive; TDP1 inh: -2.0%; DT40 TDP1 no CPT: inconclusive

How did Cn1c(CC2Sc3ccccc3NC2=O)nnc1SCC(=O)c1ccc(Cl)cc1 (stereo not given) do in these assays?
TDP1 cell CPT: -7.9%; TDP1 inh: 5.7%; DT40 TDP1 no CPT: inconclusive

How did COc1cc2c(cc1OC)C(COc1cc(C)cc(C)c1)N(C(=O)c1ccc(S(=O)(=O)N3CCCC3)cc1)CC2 (stereo not given) do in these assays?
TDP1 cell CPT: inconclusive; TDP1 inh: 5.2%; DT40 TDP1 no CPT: -22.2%

Remaining list, next part.
What do the screens show for `CN(C)S(=O)(=O)n1cc(/C=C(\NC(=O)c2ccccc2Cl)C(=O)NCCCn2ccnc2)c2ccccc21`?
TDP1 cell CPT: 18.4µM*; TDP1 inh: 2.4%&10.1%; DT40 TDP1 no CPT: 29.1µM*

Results for COc1ccc(C(=S)N(C)C)cc1OC ?
TDP1 cell CPT: inconclusive; TDP1 inh: 2.5%; DT40 TDP1 no CPT: inconclusive

How did Cn1nc(C(=O)Nc2nc3ccccc3[nH]2)ccc1=O do in these assays?
TDP1 cell CPT: -10.6%; TDP1 inh: 0.0%; DT40 TDP1 no CPT: -14.2%

How did CCOC(=O)N1CCN(CC(=O)Nc2ccc(F)c(F)c2)CC1 do in these assays?
TDP1 cell CPT: 3.7%; TDP1 inh: 2.7%; DT40 TDP1 no CPT: -50.6%

Results for COc1ccc(-n2nc3c(c2NC(=O)COc2cccc(OC)c2)CS(=O)(=O)C3)cc1 ?
TDP1 cell CPT: 3.2%; TDP1 inh: -9.7%; DT40 TDP1 no CPT: -1.6%

Results for CCOC(=O)N1CCN(CC(=O)N2CCC(C(N)=O)CC2)CC1 ?
TDP1 cell CPT: -9.1%; TDP1 inh: 5.5%; DT40 TDP1 no CPT: -1.8%

How did COC(=O)c1c(NC(=O)/C=C/c2ccc(OC)cc2)sc2c1CCC2 do in these assays?
TDP1 cell CPT: 9.8%; TDP1 inh: 0.0%; DT40 TDP1 no CPT: -1.9%

How did Cc1ccc(-n2nnnc2SCC(=O)NNC(=O)c2ccco2)c(C)c1 do in these assays?
TDP1 cell CPT: -24.3%; TDP1 inh: -3.9%; DT40 TDP1 no CPT: -7.4%
